# Compound activity (PubChem BioAssay)
# Cdc42 wt GTP = modulators (inhibitors or activators) of GTP binding to human Cdc42 wildtype | GST-Cdc42 beads, Bodipy-GTP binding, flow cytometry; actives lie on both sides | P60953 | AID 761 | percent activity (GTP binding), % at 10 µM | hit rate 0.2% among 190,000;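 active means percent activity GTP binding at least 20 points away from the 100% baseline, either down as inhibitor or up as activator; inconclusive means compound flagged as likely green fluorescent from well-wide comparison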;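 further: median bead fluorescence of bound Bodipy-FL-GTP at 100 nM; 0% = excess unlabeled GTP control and 100% = no compound control; below 100% means less GTP binding so inhibitor and above means activator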
# Target sequence (P60953 whole entry, looked up): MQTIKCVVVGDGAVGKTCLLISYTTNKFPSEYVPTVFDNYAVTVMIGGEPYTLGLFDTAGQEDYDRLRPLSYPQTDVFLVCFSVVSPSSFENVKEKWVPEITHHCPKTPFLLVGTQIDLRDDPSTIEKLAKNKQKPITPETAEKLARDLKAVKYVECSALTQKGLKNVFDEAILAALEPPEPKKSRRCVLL
# ABCG2 block = blocks JC-1 efflux by human ABCG2 transporter | Q9UNQ0 | IgMXP3 cells, flow cytometry | inhibition, % at 6.6 µM | hit rate 0.1% among 190,000;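 active means inhibition above 80%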;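 further: 0% = DMSO and 100% = nicardipine control wells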
# Target sequence (Q9UNQ0 whole entry, looked up): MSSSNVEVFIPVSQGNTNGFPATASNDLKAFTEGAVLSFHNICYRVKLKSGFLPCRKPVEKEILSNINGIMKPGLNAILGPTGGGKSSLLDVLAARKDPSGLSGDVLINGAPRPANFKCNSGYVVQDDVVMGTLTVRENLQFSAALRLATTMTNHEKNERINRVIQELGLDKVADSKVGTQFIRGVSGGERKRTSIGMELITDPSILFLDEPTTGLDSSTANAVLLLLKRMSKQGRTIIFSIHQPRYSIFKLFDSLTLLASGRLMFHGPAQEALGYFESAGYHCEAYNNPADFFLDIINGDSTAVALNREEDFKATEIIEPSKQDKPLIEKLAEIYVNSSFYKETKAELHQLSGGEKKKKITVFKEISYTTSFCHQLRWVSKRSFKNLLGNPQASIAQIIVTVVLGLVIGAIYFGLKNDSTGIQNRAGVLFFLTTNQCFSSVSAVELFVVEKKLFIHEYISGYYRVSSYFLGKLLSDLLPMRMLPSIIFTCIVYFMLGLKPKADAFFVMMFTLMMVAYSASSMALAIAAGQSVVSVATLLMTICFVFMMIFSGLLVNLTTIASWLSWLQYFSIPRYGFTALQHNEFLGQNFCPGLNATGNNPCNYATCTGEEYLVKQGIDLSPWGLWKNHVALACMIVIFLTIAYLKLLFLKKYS
#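 Assay system – ABCG2 IgMXP3 and barcoded ABCB1 CCRF-Adr cell mix · Input – 3 million cells/mL in well · Reagent – JC-1 fluorescent substrate · Compound – single test compound dose, 6.6 µM final · Timing – 10 min exposure at 25 °C with rotation, no wash · Detection – flow cytometry of retained JC-1 fluorescence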
# HRas wt GTP bind = human HRas wildtype GTP binding, change in either direction. hit rate 0.14% among 190,000. GTP binding activity, % at 10 µM. P01112. AID 759. GST-Ras wt beads, Bodipy-FL-GTP binding, flow cytometry; actives lie on both sides;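 active means GTP binding activity at least 20% away from the 100% baseline, either lowered as inhibitor or raised as activator; inconclusive means flagged as likely green fluorescent, judged across all proteins in the well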;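 further: 0% = unlabeled GTP competition control and 100% = no-compound control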
# Target sequence (P01112 whole entry, looked up): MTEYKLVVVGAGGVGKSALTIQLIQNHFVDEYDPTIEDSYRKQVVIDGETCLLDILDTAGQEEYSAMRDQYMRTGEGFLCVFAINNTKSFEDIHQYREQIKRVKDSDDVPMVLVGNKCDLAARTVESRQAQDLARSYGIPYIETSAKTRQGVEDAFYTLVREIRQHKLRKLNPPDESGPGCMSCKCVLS
# Pf gametocyte = inhibitors of late stage P. falciparum gametocyte viability | P. falciparum stage V gametocytes, ATP luminescence, 24 h | inhibition, % at 10.9 µM | hit rate 0.065% among 150,000 | AID 743093;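 active means inhibition above the mean plus 3 SD of compounds within the control limits, set per campaign, cut at about 38% in these data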;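 further: 0% = DMSO wells and 100% = medium only without gametocytes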
# Rac1 act GTP bind = alters GTP binding to activated mutant human Rac1; P63000; GST-Rac1 activated beads, fluorescent GTP binding, flow cytometry; actives lie on both sides; 100% means binding = to untreated wells; percent activity (GTP binding), % at 10 µM; hit rate 0.11% among 190,000;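 active means GTP binding at least 20 percentage points away from the 100% baseline, in either direction, so actives lie on both sides; inconclusive means Compound likely fluorescent itself, or too few beads counted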
# Avidin bead fluor = avidin bead compound fluorescence profile; Avidin beads, compound fluorescence 488/530 nm, flow cytometry; hits give high values; fluorescence (KMESF) at 10 µM; hit rate 0.38% among 220,000; in the data active means fluorescence above about 47; further: inactives centre near 10
# Rac1 wt modul = modulators of human Rac1 wildtype GTP binding; P63000; GST-Rac1 beads, fluorescent GTP binding, flow cytometry; actives lie on both sides; 0 = cold GTP competed, 100 = untreated; GTP binding activity (% of control), % at 10 µM; hit rate 0.27% among 190,000;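 active means GTP binding activity at least 20 points away from the 100% control level, either lower or higher; inconclusive means compound flagged as likely green fluorescent, judged across all proteins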
# ABCB1 inh = blocks JC-1 efflux by human ABCB1 transporter; P08183; CCRF-Adr cells, flow cytometry; hit rate 0.067% among 190,000; inhibition, % at 6.6 µM; in the data active means inhibition above about 40%;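 further: 0% = vehicle and 100% = reference inhibitor; higher value means more JC-1 retained so stronger ABCB1 efflux block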
# Rab2A wt mod = changes GTP binding to wildtype dog Rab2A, up or down; GTP binding activity, % at 10 µM; hit rate 0.19% among 190,000; GST-Rab2 wt beads, Bodipy-GTP binding, flow cytometry;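 active means GTP binding activity at least 20 points away from 100%, either lowered or raised; inconclusive means signal likely due to the compound's own green fluorescence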;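 further: 0% = beads with excess unlabeled GTP and 100% = no-compound control corrected for plate trend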
# Rab7 wt modul = alters GTP binding to wildtype dog Rab7. GST-Rab7 beads, fluorescent GTP binding, flow cytometry; actives lie on both sides; untreated = 100%, excess cold GTP = 0%. GTP binding activity (percent of control), % at 10 µM. hit rate 0.055% among 190,000. AID 758;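 active means fluorescent GTP binding to Rab7 beads changed by at least 20 points from the 100% baseline, either direction, mostly lower; inconclusive means compound itself probably fluorescent, or too few beads counted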;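 further: median green fluorescence of bound Bodipy-FL-GTP per Rab7 bead population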
# GSH fluor = GSH bead compound fluorescence profile. GSH beads flow cytometry, compound fluorescence 488/530 nm; hits give high values. fluorescence (KMESF) at 10 µM. hit rate 0.25% among 190,000; in the data active means fluorescence above about 89;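 further: glutathione beads carrying GST-tagged Bcl family fusion proteins plus one bare bead set; values are compound well signal with DMSO vehicle wells as background; inactives centre near 16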
# * marks the source's active call; other numbers are inactive results; ? = inconclusive; . = not tested or not shown.
nr	mol	Cdc42 wt GTP	ABCG2 block	HRas wt GTP bind	Pf gametocyte	Rac1 act GTP bind	Avidin bead fluor	Rac1 wt modul	ABCB1 inh	Rab2A wt mod	Rab7 wt modul	GSH fluor
1	CC(NC(=O)/C=C/c1ccco1)c1nc2ccccc2n1Cc1ccccc1F (stereo not given)	104	5	103	-21	105	11	108	1.2	101	98	15
2	Cc1cccc(Cn2c(C)nc3c(N)c(C)c(C)cc32)c1	103	0	102	-5	102	11	106	0.5	99	97	15
3	COc1ccc(N(CC(=O)NCC2CCCO2)S(=O)(=O)c2c(C)noc2C)cc1 (stereo not given)	95	1	95	-28	93	14	92	0.7	94	99	15
4	OC(CNCc1ccccc1F)(c1ccc(F)cc1)c1ccc(F)cc1	88	3	93	.	91	9	93	0.8	95	98	27
5	CC(C)C(=O)Nc1cccc(C(=O)Nc2cc([N+](=O)[O-])ccc2F)c1	97	30	94	.	96	9	98	2.0	97	103	19
6	COc1cc(CNc2cc(C)ccc2C)cc(OC)c1OC	109	9	105	.	104	20	106	0.5	105	102	16
7	C=CCN1C(=O)S/C(=C\c2ccc3c(c2)n(C)c(=O)n3C)C1=O	101	19	97	21	97	1	102	7.7	99	97	10
8	COc1ccc(/C=N/NC(=O)c2ccc(Cl)cc2Cl)cc1COC(C)=O	99	.	99	-1	99	3	101	.	100	101	13
9	COC(=O)c1cccc(NC(=O)c2cc(OC)c(OC)c(OC)c2Br)c1	98	6	98	1	101	4	100	0.8	99	100	9
10	O=C(NCCNCCO)c1c(O)c2cccc3c2n(c1=O)CCC3	96	0	101	.	95	13	99	-0.1	99	103	8
11	COC1CCCCC1Nc1cc(C)ccc1C (stereo not given)	103	2	101	.	98	11	105	0.8	98	98	35
12	CCOCCCNC(=O)C(NC(=O)c1ccccc1O)c1ccc(Cl)cc1 (stereo not given)	95	1	96	.	92	7	96	0.3	98	107	14
13	O=C(Cn1c(=O)n(-c2ccccc2)c(=O)c2oc3ccccc3c21)Nc1ccccc1	97	0	98	.	100	16	98	0.0	100	95	19
14	O=C(CCN1CCN(c2ccc(Cl)cc2)CC1)Nc1nccs1	100	6	101	-3	100	10	105	1.2	101	103	12
15	Cc1cc(C)nc(OC(=O)c2c(Cl)cc(Cl)cc2Cl)n1	97	3	99	9	96	9	99	0.4	100	103	15
16	O=C(c1ccccc1F)N1CCN(c2ncccn2)CC1	102	3	102	.	98	12	100	0.7	100	99	11
17	Cc1ccc(-n2cc(CN(C)Cc3nccn3C)c(-c3cccc(C)c3)n2)cc1	98	4	96	17	97	9	97	9.0	96	96	10
18	CCOC(=O)c1cc(C#N)c(Oc2ccccc2)nc1-c1ccccc1	101	-6	102	-9	101	6	100	-4.9	103	97	31
19	CCN1CCN(CCNC(=O)c2ccc3c(c2)N(Cc2ccc(F)cc2)C(=O)/C(=C/c2ccccc2)S3)CC1	103	4	102	18	102	13	105	2.8	102	99	15
20	C=CCN1C(=O)S/C(=C\c2ccc(N3CCOCC3)cc2C)C1=O	105	2	103	.	101	6	106	0.5	103	101	16
21	Cn1c(Cn2c(=O)sc3ccccc32)nnc1SCC(=O)Nc1ccccc1F	106	-2	99	.	101	23	104	-0.3	100	99	16
22	Cc1cc(Oc2ccccc2)nc(N)n1	97	-1	98	11	97	9	98	-0.1	97	98	65
23	CCCCCn1c(=O)[nH]c2cc(C(=O)N3CCN(CC)CC3)ccc2c1=O	109	0	106	.	103	37	108	0.0	107	97	16
24	COc1ccc(C(=O)/C=C/Nc2cc(C)on2)cc1	99	6	101	.	96	16	94	0.6	100	104	8
25	CN1CCN(C(c2cccc(C(F)(F)F)c2)c2nnnn2C(C)(C)C)CC1 (stereo not given)	102	0	102	.	98	12	100	0.1	103	100	17
26	COc1cc(C(=O)NCCCn2ccnc2)cc(OC)c1OC	96	0	94	0	94	10	95	0.5	96	94	24
27	Cc1ccc(-c2ccc(/C=N/NC(=S)Nc3ccccc3)o2)cc1[N+](=O)[O-]	100	-1	100	.	97	35	97	-0.5	98	100	14
28	N#CC(c1nc2ccccc2nc1N1CCCC1)S(=O)(=O)c1ccccc1 (stereo not given)	103	1	100	.	97	37	100	-0.1	98	98	13
29	CN1C(=O)c2cccc3c(Cl)ccc(c23)C1=O	104	14	99	.	99	32	103	0.7	101	97	28
30	O=C(c1ccccc1)c1ccc(N2CCCC2)cc1	98	13	96	.	95	30	96	1.6	94	94	18
31	COC(=O)c1ccccc1NC(=O)c1cc2nc(C3CC3)cc(C(F)(F)F)n2n1	103	2	100	.	97	7	102	0.9	97	103	8
32	Cc1ccccc1-c1nnc(SCC#N)o1	92	1	95	2	92	11	98	0.0	92	97	22
33	C=CCn1c(Cc2csc(N)n2)nnc1SCC(=O)Nc1ccccc1C(F)(F)F	104	4	101	0	98	13	106	3.0	103	104	31
34	CC1C=CCC2C(=O)N(c3ccc(Cl)cc3O)C(=O)C12 (stereo not given)	95	-4	95	16	97	3	85	-0.5	95	99	7
35	O=C(Nc1ccccc1)N(CCCN1CCOCC1)Cc1cccs1	100	0	98	.	98	7	103	0.4	99	97	24
36	Cc1ccccc1NC(=S)NCc1ccco1	100	3	104	.	99	1	103	0.2	101	97	6
37	COc1cc2[nH]c(=O)n(Cc3ccc(C(=O)NCC4CCCO4)cc3)c(=O)c2cc1OC (stereo not given)	94	1	96	5	94	36	92	0.2	94	93	12
38	Cn1c(=O)c2c(nc(CN3CCc4ccccc4C3)n2Cc2ccccc2F)n(C)c1=O	104	2	103	.	98	8	103	1.8	101	97	14
39	CCCOc1ccc(Cn2c(=O)oc3ccc(C)cc32)cc1OC	102	2	99	24	100	7	105	0.7	97	99	32
40	Cc1ccccc1-n1nnnc1SCc1ncc(-c2ccccc2)o1	95	3	99	.	96	18	97	0.7	96	97	6
41	OCCC1CN(Cc2cnc(-c3cccc4ccccc34)nc2)CCN1C1CCCCC1 (stereo not given)	97	0	97	9	96	9	99	0.1	97	98	9
42	COc1cc(/C=N/NC(=O)c2sc(N)c(C#N)c2C)cc(Br)c1O	?	6	?	.	?	15	?	-0.2	?	?	21
43	CC(Sc1ncnc2ccccc12)C(=O)Nc1ccc2c(c1)OCCO2 (stereo not given)	102	2	102	5	99	14	103	0.6	97	101	18
44	c1cnc(SCCOc2ccc3c(c2)CCC3)nc1	98	1	100	12	98	8	104	0.1	99	100	47
45	COc1cccc(C2(O)CCN(CC(=O)NCC3CC3)CC2)c1	103	6	98	-2	97	5	100	1.0	104	100	11
46	Cn1c(=O)c2nc3ccccc3nc2n(C)c1=O	93	6	93	13	94	10	94	0.5	93	95	14
47	CN1CCN(NC(=O)c2cccc(F)c2)CC1	100	6	100	6	101	10	101	0.1	100	97	28
48	COCCOc1ccc(C(F)(F)F)cc1N	97	1	103	.	97	9	105	0.7	102	108	28
49	CC(C)c1nnc(NC(=O)CCC(=O)NCc2ccco2)s1	105	.	101	.	98	13	101	0.0	105	99	32
50	O=C(CCN1CCOCC1)c1ccc(Br)cc1	97	-1	96	.	94	10	96	-0.5	95	96	10
51	O=C(CSc1ncnc2c1cnn2-c1ccc(Cl)cc1)NCc1ccc2c(c1)OCO2	95	-3	97	-20	94	13	95	0.3	90	99	9
52	O=c1c2ccccc2nc2c3ccccc3c(Cl)nn12	80	-3	81	.	85	10	69*	-2.2	78*	86	11
53	O=[N+]([O-])c1ccccc1CNC(Cc1ccccc1)c1ccccc1 (stereo not given)	94	3	95	-15	92	9	90	1.3	95	95	27
54	CC(C)c1ccccc1NC(=S)NCc1nc2ccccc2[nH]1	92	5	93	.	94	10	92	-0.4	94	100	16
55	O=[N+]([O-])c1ccc(N/N=C2\CC3CC=CC23)c([N+](=O)[O-])c1 (stereo not given)	100	16	99	-22	93	9	94	0.2	99	100	16
56	COc1ccc(OC)c(-n2c(SCC(=O)NCc3ccco3)nnc2-c2c[nH]c3ccccc23)c1	98	-1	97	.	98	6	99	-0.2	98	95	22
57	Cc1cc(SCC(=O)OCC(=O)NCC2CCCO2)c(C)cc1Br (stereo not given)	97	2	101	4	95	26	99	0.4	99	104	20
58	O=C(Cc1ccc(Br)c2ccccc12)N/N=C/c1ccccn1	95	24	97	21	96	6	97	1.8	94	95	12
59	COc1cc(S(=O)(=O)NCCc2ccc3c(c2)OCO3)ccc1-n1cnnn1	98	-2	99	.	96	13	99	-2.8	98	99	21
60	COc1cccc2cc(C(=O)N3CCc4ccccc4C3)c(=O)oc12	107	1	105	.	104	7	106	0.2	104	108	6

# (listing goes on)
nr	mol	Cdc42 wt GTP	ABCG2 block	HRas wt GTP bind	Pf gametocyte	Rac1 act GTP bind	Avidin bead fluor	Rac1 wt modul	ABCB1 inh	Rab2A wt mod	Rab7 wt modul	GSH fluor
61	COc1ccc(C(CNC(=O)Cc2c(F)cccc2Cl)N2CCCCC2)cc1 (stereo not given)	103	2	102	13	99	10	109	1.4	107	113	17
62	COc1ccc(-c2onc(C)c2-c2ccccc2)c(O)c1	97	-1	98	.	97	7	99	-2.1	95	99	38
63	Cc1onc(-c2ccccc2)c1C(=O)N/N=C/c1cccc(O)c1	98	9	98	.	99	13	99	0.7	100	100	15
64	O=C(COC(=O)c1n[nH]c2ccccc12)c1cc(F)ccc1F	97	2	98	16	97	11	99	0.2	96	101	12
65	CCOC(=O)COc1cccc2c(=O)n(CC(=O)N3CCCc4ccccc43)ccc12	105	3	101	.	101	7	108	1.1	101	101	25
66	COc1ccc2[nH]c3ccc(OC)cc3c2c1	102	31	100	.	100	18	104	-0.8	99	99	20
67	Cc1ccc(NC(=O)C(C)N2CCCC2)cc1Cl (stereo not given)	97	3	99	5	97	11	99	0.3	98	98	13
68	Cc1nn(C)c(Cl)c1CN1CCCC(CO)(Cc2ccccc2)C1 (stereo not given)	101	10	97	-10	97	2	100	5.6	97	96	16
69	O=C1c2ccccc2C(Nc2ccc(S(=O)(=O)N3CCOCC3)cc2)N1Cc1ccco1 (stereo not given)	101	5	99	.	99	5	100	2.5	101	98	26
70	COc1ccc(CCNC(=O)c2cc(-c3cc(C)ccc3O)n[nH]2)cc1OC	104	5	101	.	101	12	105	0.3	101	102	11
71	O=c1[nH]c2ccsc2c(=O)n1-c1ccc(F)cc1	101	3	104	-10	100	11	110	0.2	102	101	11
